All columns: NCI-60 one-dose screen, growth in % after 48 h at 10 µM unless noted; 100 = growth as untreated, 0 = no growth, -100 = all killed.
HCT-116: HCT-116 colon cancer. AID 1794798. hit rate 7.3% among 82,000
KM12: KM12 colon cancer cells; hit rate 5% among 82,000
HT29: HT29 colon cancer; hit rate 7.4% among 81,000; AID 1794748
IGROV1: IGROV1 ovarian cancer; hit rate 4.7% among 79,000
SK-OV-3: SK-OV-3 ovarian cancer cells | hit rate 3.2% among 80,000
SW-620: SW-620 colon cancer | hit rate 5.2% among 82,000 | AID 1794795
OVCAR-4: OVCAR-4 ovarian cancer cells. hit rate 3.7% among 80,000
COLO 205: COLO 205 colon cancer | hit rate 7.3% among 79,000
HCT-15: HCT-15 colon cancer | hit rate 5.2% among 82,000
* = called active by the depositor; . = no result given. How the source made its calls: active means growth percent below 10; inactive means the rest.

No.	Structure	SW-620	COLO 205	IGROV1	KM12	HCT-116	OVCAR-4	SK-OV-3	HT29	HCT-15
1	CCOP(=O)(OCC)O[C@H]1CC[C@]2(C)[C@H]3CC[C@@H]4[C@@H]([C@](C)(O)CCC=C(C)C)CC[C@@]4(C)[C@]3(C)CC[C@H]2C1(C)C	15	-33*	55	21	9.9*	39	37	-50*	11
2	C#CC#CC#CC#CC#CC#CC#CC#CCC1OCC(COC(=O)O[C@@H](C(=O)O[C@H]2C[C@@]3(O)[C@@H](OC(=O)c4ccccc4)[C@@H]4[C@]5(OC(C)=O)CO[C@@H]5C[C@H](O)[C@@]4(C)C(=O)[C@H](OC(C)=O)C(=C2C)C3(C)C)[C@@H](NC(=O)c2ccccc2)c2ccccc2)O1 (stereo not given in full)	24	13	22	6.7*	9.5*	60	42	5.0*	67
3	CN(C)S(=O)(=O)Nc1cccc(Br)c1	103	116	.	106	100	98	100	102	106
4	CCOC(=O)CCOc1ccccc1N	105	107	98	94	110	117	95	107	100
5	CCN(CC)CCC(=O)c1cc(-c2ccccc2)oc1-c1ccccc1	99	104	103	100	74	102	96	95	98
6	N#Cc1c(-c2ccc(F)cc2)nn(CC(=O)N2CCOCC2)c1N	101	109	94	108	99	101	103	111	98
7	O=S(=O)(NCCNc1cc(-c2cn(-c3ccccc3)nc2-c2cccc(O)c2)ccn1)c1ccc(C(F)(F)F)cc1	65	-21*	43	46	28	39	54	4.4*	29
8	O=S(O)c1cc(Cl)cc(Cl)c1OCc1ccccc1	107	105	109	105	96	113	102	104	112
9	C[C@]12CC[C@@H]3c4ccc(O)cc4CC[C@H]3[C@@H]1CC[C@@H]2NS(=O)(=O)c1ccc(C(F)(F)F)cc1	70	9.3*	31	47	18	49	87	.	33
10	CN(C)c1ccc(O)c2c1CC1CC3C(N(C)C)C(=O)C(C(N)=O)=C(O)C3(O)C(=O)C1=C2O (stereo not given)	48	56	38	50	34	58	45	57	25
11	COc1cc(OC)c(C2C(Cl)C(=O)N2Nc2ncnc3ccccc23)cc1OC (stereo not given)	108	125	84	101	97	104	113	112	101
12	CCCCc1ccc(-c2nc3c(c(C)nc4c3nnn4-c3cc(OC)c(OC)c(OC)c3)c(=O)o2)cc1	100	118	124	107	103	108	112	109	106
13	Cc1c2c(cc[n+]1Cc1ccc(F)cc1)c1ccc(OCc3cccc(F)c3)cc1n2Cc1cccc(F)c1	-88*	-91*	-67*	-99*	-92*	-81*	2.4*	-75*	54
14	CCCCSc1ccc(NC(=S)Nc2ccc(SCCCC)cc2)cc1	112	137	39	116	89	120	145	107	111
15	COc1cc(C)ccc1Oc1nc(Nc2ccc(N3CCOCC3)cc2)ncc1NCc1cccc(OC(F)(F)F)c1	106	119	100	99	94	108	98	63	109
16	O=C1C(Cl)=C(Nc2ccccc2)C(=O)c2ccccc21	-72*	14	-78*	47	-96*	-97*	75	-75*	-78*
17	O=C(/C=C/c1c(-c2ccc(F)cc2)nc2sccn12)c1cc(F)cc(F)c1	95	127	98	87	93	101	96	106	108
18	O=C(Cc1ccccc1)NCCCNC(=O)Cc1ccccc1	112	100	.	100	100	108	107	117	107
19	Cc1ccc(-c2cn(CC(=O)Nc3ccc4c(ccn4C)c3)nn2)cc1	110	126	103	105	109	100	100	104	107
20	O=c1cc(SCc2ccc(Cl)cc2Cl)nc[nH]1	105	101	100	104	98	112	103	103	95
21	NC(=S)NN=C(c1ccccc1)c1ccccc1	104	101	118	103	43	92	104	85	93
22	Clc1ccc(-c2ccnc3c2c(-c2ccc(Cl)cc2)nn3-c2ccccc2)cc1	101	111	104	105	95	104	113	103	109
23	CN1CCN(Cc2ccc(NC(=O)c3cncc(C#Cc4ccc(N)nc4)c3)cc2C(F)(F)F)CC1	-15*	-20*	-18*	5.8*	1.9*	-8.8*	-11*	3.4*	7.7*
24	COc1ccc(C2CC(c3ccc(N(C)C)cc3)=NN2c2ccc(S(N)(=O)=O)cc2)cc1 (stereo not given)	58	55	57	29	19	49	70	30	43
25	CC(C)n1c2ccc(Br)cc2c2c3c(c4c5ccccc5ccc4c21)C(=O)NC3=O	101	101	85	53	85	94	105	70	84
26	CC(C)CCN(CCCNc1c2c(nc3cc(Cl)ccc13)CCCC2)CCC(C)C	55	33	50	73	32	51	93	23	44
27	CC12CCCC(=O)N1c1ccccc1-c1nc(=O)c(-c3ccccc3)nn12 (stereo not given)	95	117	96	105	108	101	100	104	103
28	O=C(O)c1cc2n(n1)CC(c1ccccc1)N2 (stereo not given)	93	.	97	101	96	101	.	114	92
29	COc1cc(-c2ccc(N=C=O)c(OC)c2)ccc1N=C=O	102	114	79	110	102	108	96	103	111
30	CC1(C)CC[C@]2(C=O)CC[C@]3(C)[C@@H](NC(=O)C[C@@H]4[C@@]5(C)CCC(=O)C(C)(C)[C@@H]5CC[C@]43C)[C@@H]2C1	107	114	108	101	104	101	117	107	105
31	COc1ccc2nc(Nc3cccc(NC(=O)c4ccc(CN5CCN(C)CC5)c(C(F)(F)F)c4)c3)ccc2c1	-90*	-90*	-70*	-68*	-15*	-27*	-49*	-74*	-83*
32	CC(=O)N1C2=CCCC3CCCCC23c2ccccc21 (stereo not given)	105	105	104	94	92	103	103	92	95
33	CCN(CC)CCNC(=O)n1cc(-c2ccncc2)c(-c2ccc(Cl)c(OC)c2)n1	113	70	89	103	84	93	75	59	96
34	O=C1/C(=C/c2cccc(OCCCc3ccccc3)c2)Oc2cc(OCCN3CCCCC3)ccc21	74	99	83	71	51	54	112	31	17
35	Cc1ccc2nc(COc3ccc(C(=O)NNC(=S)NC(=O)c4ccccc4)cc3)[nH]c2c1	40	84	53	49	38	57	67	44	15
36	c1ccc(Nc2csc(Nc3cnccn3)n2)cc1	105	120	103	101	102	110	100	108	98
37	Cc1cc2c(cc1C)Nc1sc(N)nc1C(=O)N2	105	118	103	107	96	96	106	113	104
38	CN(C)c1nc(NCCNS(=O)(=O)c2ccc(C3=Nc4c(N)nc(N)nc4NC(c4ccc(F)cc4)C3)cc2)nc(Nc2ccc(F)cc2)n1 (stereo not given)	39	38	39	24	31	41	73	10	45
39	Clc1ccccc1N=Cc1ccc2c(c1)OCO2	114	109	111	99	103	104	108	96	100
40	Nc1c(C(=O)Nc2ccccc2)sc2nc(-c3cnccn3)cc(-c3cccs3)c12	102	116	104	106	102	105	111	108	91
41	O=C1c2cc3c(cc2-c2c1c1ccc(F)cc1c(=O)n2C[C@H](O)[C@@H](O)[C@H](O)CO)OCO3	7.7*	-31*	18	7.4*	9.8*	15	-21*	-2.7*	5.4*
42	O=C(CCc1nnc(-c2cccnc2)o1)c1nc2ncccc2[nH]1	94	122	96	99	94	103	107	100	105
43	CC(C)NS(=O)(=O)c1cccc(-c2ccc3c4c(n(CCCN(C)C)c(=O)c3c2)-c2ccccc2C4=O)c1	57	99	90	94	-66*	101	104	-16*	68
44	Nc1n[nH]c2cccc(C#Cc3cccc(C(=O)Nc4cc(CN5CCOCC5)cc(C(F)(F)F)c4)c3)c12	31	15	8.0*	13	14	33	83	18	32
45	CCOc1ccc(N=Cc2ccc([N+](=O)[O-])cc2)c(O)c1	83	92	108	91	70	.	101	93	45
46	COc1ccc(C2=NN(C(N)=S)C(c3ccc(Cl)cc3)C2)cc1S(=O)(=O)Nc1cccnc1 (stereo not given)	100	113	112	100	105	99	124	112	101
47	CCC(C)[C@@H]1NC(=O)[C@@H]2CCCN2C(=O)[C@H](Cc2ccccc2)NC(=O)[C@H](CC(N)=O)NC(=O)[C@H](C(C)CC)NC(=O)[C@@H]2CCCN2C(=O)[C@H](Cc2ccccc2)NC1=O (stereo not given in full)	106	110	123	115	104	95	109	105	104
48	Cn1cc(-c2cc3nc(-c4cn(C)c5ncccc45)cc(N)n3n2)c2cc(Cl)ccc21	-86*	-94*	-83*	-37*	-94*	-17*	-68*	-56*	-65*
49	COc1ccc(-c2cn3c(nc4ccccc43)c(-c3ccccc3)n2)cc1	85	117	102	129	91	77	107	81	88
50	C=CCN1C(=O)/C(=C/C(=O)OCC)S/C1=N\Nc1cc(=O)[nH]c2ccc(Br)cc12	105	110	98	96	99	98	100	109	101

2 records drawn at random from the list so far:
No.	Structure	SW-620	COLO 205	IGROV1	KM12	HCT-116	OVCAR-4	SK-OV-3	HT29	HCT-15
14	CCCCSc1ccc(NC(=S)Nc2ccc(SCCCC)cc2)cc1	112	137	39	116	89	120	145	107	111
8	O=S(O)c1cc(Cl)cc(Cl)c1OCc1ccccc1	107	105	109	105	96	113	102	104	112

Remaining list, next part:
No.	Structure	SW-620	COLO 205	IGROV1	KM12	HCT-116	OVCAR-4	SK-OV-3	HT29	HCT-15
51	c1ccc(C(=C(c2ccc(OCCN3CCCCC3)cc2)c2ccc(OCCN3CCCCC3)cc2)C2CCCC2)cc1	-63*	-93*	-86*	-81*	-63*	1.5*	-45*	-96*	35
52	COc1cc(-c2nn(-c3ccc(NC(=O)Nc4cc(C(F)(F)F)cc(C(F)(F)F)c4)cc3)cc2-c2ccncc2)ccc1Cl	14	-90*	8.4*	0.4*	-11*	-12*	-3.3*	-30*	6.3*
53	NS(=O)(=O)c1ccc(-n2nc(-c3ccc(Cc4ccccc4)cc3)ccc2=O)cc1	99	98	96	94	94	114	104	109	90
54	COc1cc2cc(Oc3ccc(NC(=O)c4ccccc4)cc3)c(C)nc2cc1OC	109	109	91	94	87	79	73	104	94
55	Cc1ccccc1-n1c(C)nc2cc(N)ccc2c1=S	100	101	111	95	101	102	95	92	98
56	Cc1ccn2c(NC3CCCCC3)c(-c3ccc(C)o3)nc2c1	93	90	79	103	63	84	89	68	84
57	CCOC(=O)C1=CSC2=NC3=C(CCCC/C3=C\c3ccc(Cl)cc3)C(c3ccc(Cl)cc3)N12 (stereo not given)	107	99	105	99	100	104	93	100	105
58	CCN(CC)CCCC(C)Nc1cc(-c2ccc(C(F)(F)F)cc2)c(C#N)c2nc3ccccc3n12 (stereo not given)	12	-45*	26	36	3.3*	-28*	74	-2.8*	3.5*
59	CCOC(=O)c1c(Nc2ncnc3cc(OC)c(OC)cc23)sc2c1CCCC2	87	96	100	94	87	104	97	100	91
60	CCOC(=O)c1[nH]c(C)c2c1CCc1cnc(Nc3ccccc3)nc1-2	106	120	93	90	94	91	99	100	88
61	CCc1c(Nc2ccc(Cl)c(Cl)c2)nc(N)[nH]c1=O	104	90	94	89	85	77	112	73	82
62	C=CCOC(=O)C1CCC2OC2C1 (stereo not given)	108	110	116	106	99	111	103	104	91

In the list so far, these have a Cl atom:
No.	Structure	SW-620	COLO 205	IGROV1	KM12	HCT-116	OVCAR-4	SK-OV-3	HT29	HCT-15
8	O=S(O)c1cc(Cl)cc(Cl)c1OCc1ccccc1	107	105	109	105	96	113	102	104	112
11	COc1cc(OC)c(C2C(Cl)C(=O)N2Nc2ncnc3ccccc23)cc1OC (stereo not given)	108	125	84	101	97	104	113	112	101
16	O=C1C(Cl)=C(Nc2ccccc2)C(=O)c2ccccc21	-72*	14	-78*	47	-96*	-97*	75	-75*	-78*
20	O=c1cc(SCc2ccc(Cl)cc2Cl)nc[nH]1	105	101	100	104	98	112	103	103	95
22	Clc1ccc(-c2ccnc3c2c(-c2ccc(Cl)cc2)nn3-c2ccccc2)cc1	101	111	104	105	95	104	113	103	109
26	CC(C)CCN(CCCNc1c2c(nc3cc(Cl)ccc13)CCCC2)CCC(C)C	55	33	50	73	32	51	93	23	44
33	CCN(CC)CCNC(=O)n1cc(-c2ccncc2)c(-c2ccc(Cl)c(OC)c2)n1	113	70	89	103	84	93	75	59	96
39	Clc1ccccc1N=Cc1ccc2c(c1)OCO2	114	109	111	99	103	104	108	96	100
46	COc1ccc(C2=NN(C(N)=S)C(c3ccc(Cl)cc3)C2)cc1S(=O)(=O)Nc1cccnc1 (stereo not given)	100	113	112	100	105	99	124	112	101
48	Cn1cc(-c2cc3nc(-c4cn(C)c5ncccc45)cc(N)n3n2)c2cc(Cl)ccc21	-86*	-94*	-83*	-37*	-94*	-17*	-68*	-56*	-65*
52	COc1cc(-c2nn(-c3ccc(NC(=O)Nc4cc(C(F)(F)F)cc(C(F)(F)F)c4)cc3)cc2-c2ccncc2)ccc1Cl	14	-90*	8.4*	0.4*	-11*	-12*	-3.3*	-30*	6.3*
57	CCOC(=O)C1=CSC2=NC3=C(CCCC/C3=C\c3ccc(Cl)cc3)C(c3ccc(Cl)cc3)N12 (stereo not given)	107	99	105	99	100	104	93	100	105
61	CCc1c(Nc2ccc(Cl)c(Cl)c2)nc(N)[nH]c1=O	104	90	94	89	85	77	112	73	82
